Screens (PubChem BioAssay)
KAT2A inh – GCN5L2 (KAT2A) acetyltransferase inhibition; GCN5L2 HAT assay, ThioGlo1 CoA-SH fluorescence; Q92830; 390,000 tested, 0.21% active; AID 504327; Potency, µM (doses to about 58.9 µM), inactives show at the highest dose activity change, negative = inhibition, most hits filed as inhibitors
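Titration-based screen in which CoA formation is detected via maleimide probe ThioGlo1 (50uM) turning fluorescent on thiol reaction; substrates H3(1-25) 75uM and acetyl-CoA 70uM, GCN5L2 20nM, 20 min incubation at room temperature.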
FEN1 inhibitor – inhibitors of human flap endonuclease 1; P39748; Recombinant FEN1 flap cleavage, fluorescence, 15 min; Potency, µM (top dose mostly 114 µM), for inactives: top-dose activity change, negative = inhibition, most hits filed as inhibitors; 390,000 tested, 0.35% active; also: nearly all actives have a fitted effect of over 65% in size
Target sequence (P39748 whole entry, looked up): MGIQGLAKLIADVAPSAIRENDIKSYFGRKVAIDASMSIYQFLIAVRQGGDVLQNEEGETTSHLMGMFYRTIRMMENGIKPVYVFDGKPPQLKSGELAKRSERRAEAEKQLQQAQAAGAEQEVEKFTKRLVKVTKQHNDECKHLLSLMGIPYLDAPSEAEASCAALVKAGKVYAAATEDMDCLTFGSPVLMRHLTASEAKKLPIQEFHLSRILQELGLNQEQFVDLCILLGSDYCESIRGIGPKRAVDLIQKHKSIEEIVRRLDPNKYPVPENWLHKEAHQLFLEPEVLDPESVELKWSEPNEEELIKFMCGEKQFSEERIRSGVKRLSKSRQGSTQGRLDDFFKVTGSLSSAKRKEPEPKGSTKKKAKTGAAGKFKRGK
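Read-out was taken twice, immediately and after 15 min, following addition of 50 nM substrate to 10 nM FEN1 that had sat with test compound for 15 min at room temperature. Curves came from a four-parameter Hill model.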
N370S GC mod – inhibits or activates N370S mutant glucocerebrosidase; P04062; N370S GC spleen homogenate, 4MU-glucoside fluorescence; Potency, µM (titrated, usually from 59.4 µM), for the others: at the highest dose activity change, negative = inhibition, actives largely listed as inhibitors; 330,000 tested, 0.092% active; AID 2101;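 also: 0% = full enzyme activity and -100% = no enzyme basal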
An asterisk follows results filed as active; ? = inconclusive; · = no result given; & = joins results of further samples. Calls follow the shape of the dose curve; as a rule, active = well fitted curve in the direction sought with a large enough effect; inconclusive = small, poorly fitted or top-dose-only effect, or another doubt; inactive = no such curve, though single readings can be large; an effect the other way counts as inactive or inconclusive. Unless noted, % is scaled to controls: 0 for no effect and ±100 for the full control effect; potency is read from the fitted curve at half-maximal effect.

SMILES	KAT2A inh	FEN1 inhibitor	N370S GC mod
COc1cc(OC)cc(C(=O)NC(=S)Nc2ccc3c4c(cccc24)CC3)c1	-25%	3%	5%
COc1ccc(/C=C/c2cc(O)cc(O[C@H]3OC(CO)C(O)C(O)C3O)c2)cc1 (stereo partly drawn)	0%	·	0%
O=C(CCS(=O)(=O)c1ccc(Cl)cc1)Nc1nc(-c2ccncc2)cs1	-24%	5%	-27%
CCn1c(SCc2nc3ccccc3[nH]2)nnc1-c1cnccn1	-7%	-8%	5%
COc1ccc2c(c1)c1c(c(=O)n(Cc3ccccc3)c(=O)n1Cc1ccccc1)n2C	-1%	19%	·
Cc1ccccc1OCC(O)Cn1c(NCc2ccccc2)nc2c1c(=O)[nH]c(=O)n2C (stereo not drawn)	2%	-13%	5%
Cc1ccc(S(=O)(=O)N(Cc2ccc(F)cc2)C(=O)N2CCN(C)CC2)cc1	3%	-6%	-10%
CCCc1nnc(NC(=O)CCC(=O)N2CCCCC2)s1	-1%	-3%	-6%
CC(C)c1ccc(NC(=O)CCC(=O)NCc2ccco2)cc1	2%	-5%	-1%
O=C(O)c1cccc2c1C(=O)c1ccc(-c3ccc(OC(F)(F)F)cc3)cc1S2(=O)=O	-4%	12%	·
CCCc1nc2sc3c(SCC(=O)NCc4ccco4)ncnc3c2c2c1CCC2	?	?	4%
COc1cccc(C(=O)Oc2c(Br)cc(Br)cc2/C=N/NC(=O)c2cc(C)[nH]n2)c1	-2%	-4%	-3%
Cc1ccc(S(=O)(=O)N2CCN(C(=O)C(C)Cn3nc(C)c(C)c3C)CC2)cc1 (stereo not drawn)	-6%	12%	-3%
Brc1ccc2ncnc(NCc3ccco3)c2c1	-14%	4%	-26%
CCN(CC)CCNC(=O)CCn1c(=S)[nH]c2cc3c(cc2c1=O)OCO3	1%	-1%	1%

Single records, from the list above:
COc1cccc(C(=O)Oc2c(Br)cc(Br)cc2/C=N/NC(=O)c2cc(C)[nH]n2)c1 is listed with KAT2A inh: -2%; FEN1 inhibitor: -4%; N370S GC mod: -3%
COc1ccc(/C=C/c2cc(O)cc(O[C@H]3OC(CO)C(O)C(O)C3O)c2)cc1 (stereo partly drawn) is listed with KAT2A inh: 0%; FEN1 inhibitor: ·; N370S GC mod: 0%
CC(C)c1ccc(NC(=O)CCC(=O)NCc2ccco2)cc1 is listed with KAT2A inh: 2%; FEN1 inhibitor: -5%; N370S GC mod: -1%

Next part
SMILES	KAT2A inh	FEN1 inhibitor	N370S GC mod
O=C(NCC(c1cccs1)N1CCOCC1)c1cn(-c2ccccc2)nc1-c1ccc(Cl)cc1 (stereo not drawn)	-9%	-15%	-25%
Cn1cnc([N+](=O)[O-])c1SCC(=O)NN	-10%	-25%	-5%
CCOC(=O)C(C)C(C)=O (stereo not drawn)	-16%	-168%	2%
COc1ccccc1CNS(=O)(=O)CC12CCC(CC1=O)C2(C)C (stereo not drawn)	-8%	-8%	3%
O=C(N/N=C/c1cccs1)c1ccc2c(c1)OCO2	-7%	-3%	-7%
COc1cc(C2C=C(Nc3ccccc3)C(=O)N2c2ccccc2)ccc1O (stereo not drawn)	-8%	-10%	9%
CNC(=O)C1CCN(S(=O)(=O)c2c(C)noc2/C=C/N(C)C)CC1	3%	14%	8%
COc1cc(/C=C/C(=O)O)cc(S(=O)(=O)N2CCN(S(=O)(=O)c3ccc(Cl)cc3)CC2)c1OC	-11%	-7%	-4%
CC(=O)Nc1ccc(NC(=O)C(C)OC(=O)c2ccccc2NS(=O)(=O)c2cccs2)cc1 (stereo not drawn)	-5%	8%	-10%
CCCCCCCN1C/C=C\C(c2ccc(OC)cc2)N(Cc2ccc(F)cc2)C(=O)[C@H]1Cc1ccccc1 (stereo partly drawn)	-2%	-6%	-9%
COc1cc(C(c2c(O)nc(SC)[nH]c2=O)c2c(O)nc(SC)[nH]c2=O)cc(OC)c1OC	-5%	-5%	-4%
CCn1c(SCC(=O)Nc2c(C)n(C)n(-c3ccccc3)c2=O)nc2c1c(=O)n(C)c(=O)n2C	-9%	-2%	?
Cc1cnc(C(=O)Nc2nnc(C(C)C)s2)cn1	-21%	1%	-15%
CCc1cccc(NC(=O)c2nnn(Cc3ccc(SC)cc3)c2N)c1	-1%	-8%	·
N#CC(c1ccccc1)c1cccc(Cl)n1 (stereo not drawn)	-4%	-4%	1%
CCCN1CNC(=S)N(c2ccccc2OC)C1	20%	-6%	-1%
O=C(CCCC(=O)Nc1cccnc1)Nc1cccnc1	0%	9%	4%
Cc1nc(NCCc2ccccc2)c2oc3ccccc3c2n1	-8%	2%	-21%
CCOc1ccc(N2C(=O)CC(NCC#N)C2=O)cc1 (stereo not drawn)	-7%	1%	-21%
COc1ccc(S(=O)(=O)N2CCC(CN3C(=O)c4cccc5cccc(c45)C3=O)CC2)cc1	-12%	2%	6%
COC(=O)CCCC(=O)N1CCC(n2nccc2NC(=O)CCOc2ccccc2)CC1	3%	16%	-11%
Nc1ncnc(Nc2cc(C(F)(F)F)cc(C(F)(F)F)c2)n1	-3%	0%	-3%
O=C(CSc1ncc2c(n1)-c1cc(Cl)ccc1N(Cc1ccccc1)S2(=O)=O)Nc1ccc(F)cc1F	15%	-10%	·
Cc1cc(F)ccc1NC(=O)c1csc2c1CCC(C)C2 (stereo not drawn)	-9%	15%	·
CCOC(=O)N1CCN(C(=O)COc2cc(C)c(Cl)c(C)c2)CC1	-15%	9%	15%
COc1ccc(/C=C/C(=O)Nc2nc(N)n(-c3ccccc3)n2)cc1	-1%	13%	1%
[O-][n+]1ccccc1SC/C=C/c1ccccc1	-9%	-5%	2%
Cc1ccc(CNC(=O)CSCc2ccccc2C)cc1	-2%	-10%	·
CC(C)c1ccc(OCC(=O)N2CCc3ccccc3C2)cc1	-8%	3%	7%
O=C(NCCNCc1ccccn1)c1ccco1	2%	12%	-1%

Of the compounds above, two have a cyano group.
SMILES	KAT2A inh	FEN1 inhibitor	N370S GC mod
N#CC(c1ccccc1)c1cccc(Cl)n1 (stereo not drawn)	-4%	-4%	1%
CCOc1ccc(N2C(=O)CC(NCC#N)C2=O)cc1 (stereo not drawn)	-7%	1%	-21%

New compounds follow:
SMILES	KAT2A inh	FEN1 inhibitor	N370S GC mod
CCCCCOC(=O)Nc1ccc(S(=O)(=O)Nc2cccc([N+](=O)[O-])c2)cc1	-10%	-19%	1%
CC(C)CN1C(=O)C(=O)N(CC(=O)c2ccc3c(c2)CCCC3)C1=O	-1%	8%	·
COc1ccc(C2=CC(=O)C[C@H](c3ccc(F)cc3)C2)c(OC)c1	-1%	-18%	·
CC(C)Cn1cc(NC(=O)N2CCN(c3ccc(F)cc3)CC2)c2ccccc2c1=O	-6%	2%	·
CC(C)CC(=O)NS(=O)(=O)c1ccc(NC(=O)c2ccco2)cc1	1%	9%	-20%
COc1ccc(N2C(=S)NC(C)(C)CC2(C)c2ccc(OC(C)=O)cc2OC(C)=O)cc1 (stereo not drawn)	3%	3%	2%
Cc1[nH]nc2cn[nH]c12	-4%	-3%	-14%
O=C(NCCCN1CCOCC1)C(=O)N/N=C/c1ccccc1O	-6%	2%	4%
CC1CCCCC1NC(=O)C1CCCN(S(=O)(=O)c2ccc(-n3cnnn3)cc2)C1 (stereo not drawn)	-5%	2%	4%
Cc1cnc(NC(=O)COc2ccccc2Cl)s1	0%	-18%	14%
COc1ccccc1OCC(=O)Nc1ccc(N2CCCCC2)cc1	2%	-1%	12%
CC(/C=N/Nc1nnc(C)c(=O)[nH]1)=C\c1ccccc1	-3%	-1%	-1%
CCSc1ccccc1C(=O)N1CCC2(CC1)CC(=O)c1ccccc1O2	-16%	0%	-8%
N#Cc1ccccc1S(=O)(=O)N1CCN(CC(O)COc2ccccc2F)CC1 (stereo not drawn)	2%	-3%	-14%
O=C(c1ccccc1)C(Nc1ccccn1)c1ccccc1 (stereo not drawn)	-3%	-4%	-2%
CCC(=O)NCCc1nc2ccccc2[nH]1	-1%	9%	4%
O=C(O)Cc1ccc(N=Cc2c(O)ccc3ccccc23)cc1	-7%	-18%	12%
CC1(C(=O)N/N=C/c2ccccc2)CC1(Cl)Cl (stereo not drawn)	-2%	6%	3%
CC(C)c1ccc(NC(=O)CN2C(=O)COc3ccc(S(=O)(=O)N4CCCCC4)cc32)cc1	-2%	-5%	·
CC(=O)CCc1c(C)c2cccc(C)c2[nH]c1=O	-13%	14%	14%
Cc1ccc(NC(=O)Cn2c(=O)n(Cc3ccc4c(c3)OCO4)c(=O)c3ccc(C(=O)NC4CCCCC4)cc32)cc1	-9%	0%	·
C#CCOCCOCCOCCNc1nc(N2CCN(C(=O)CCCCCCCCCCNC(=O)[C@H]([C@@H](C)CC)n3cc(CCCCN=C(N)N)nn3)CC2)nc(N2CCN(C(=O)CCCCCCCCCCNC(=O)[C@@H]([C@H](C)O)n3cc(C)nn3)CC2)n1	-16%	25µM*	?
Cn1c(SCc2nc(-c3ccc(Br)cc3)no2)nnc1-c1ccco1	0%	11%	16%
O=C1CC(NCCc2ccccc2)C(=O)N1CCc1ccccc1 (stereo not drawn)	-4%	11%	-2%
O=S(=O)(NCCc1nnc2ccc(SCc3cccc(Cl)c3)nn12)c1ccccc1	-8%	6%	·
CCN(CCCNC(=O)c1ccc(Sc2ccc(C)cc2)c(NC(C)=O)c1)c1cccc(C)c1	-8%	5%	·
C=CCn1c(SCc2ccccc2C#N)nnc1-c1cc(Br)ccc1O	-12%	-19%	-3%
CCN(CC)c1ccc(NS(=O)(=O)c2cc(-c3onc(C)c3C)ccc2OC)c(C)c1	-4%	-1%	·
O=C(Cc1cccs1)Nc1ccccc1-c1nc2ccccc2[nH]1	-6%	7%	11%
COC(=O)c1ccc(CSc2nc(N3CCOCC3)c3c(c2C#N)CC(C)(C)OC3)o1	-17%	3%	-4%
CC(C)NC(=O)NC(=O)COC(=O)Cc1c(F)cccc1Cl	-1%	-9%	9%
C/C(=N/NC(=O)C(=O)N/N=C(/C)c1ccccc1)c1ccccc1	-9%	·	12%
O=C1N(c2ccccc2C(F)(F)F)O[C@]1(c1ccccc1)C1CCCC1	-6%	4%	·
COc1ccc(NC(=O)Cn2c(=O)c(C)nc3ccccc32)cc1Cl	-7%	2%	-14%
CCc1ccc(S(=O)(=O)/N=C2\C=CC(=O)c3ccccc32)cc1	-6%	·	5%
COc1ccc(-c2nc(C)sc2C)cc1	-2%	-9%	4%
Cc1ccc(C(=O)CCNc2ccc(Cl)cc2)o1	-7%	0%	·
CCC(C(=O)NCC1CCCO1)N(C(=O)c1snc(C(N)=O)c1N)c1ccc(Cl)cc1 (stereo not drawn)	-8%	2%	12%
CCOc1ccc(N(CC(=O)NCc2ccc(OC)cc2)S(=O)(=O)c2c(C)[nH]c(=O)[nH]c2=O)cc1	-1%&0%	19%&16%	11µM*
Cn1cc[n+](C)c1COc1ccc(C=O)cc1	-14%	6%	-6%
O=S(=O)(c1cc(Cl)ccc1Cl)N1CCCCC1	-11%	-12%	7%
CCOC(=O)Nc1ccc(S(=O)(=O)NCCCN2CCOCC2)cc1	-3%	2%	-1%
CC1CCCC(C)N1CCCNC(=O)CN1C(=O)COc2ccc(S(=O)(=O)N3CCOCC3)cc21 (stereo not drawn)	-2%	-3%	-12%
COc1ccc(C(=O)NCCCN2CCOCC2)cc1OC	-4%	-10%	7%
O=C(CSc1nnc(-c2ccncc2)n1-c1ccccc1Cl)Nc1ccc(C(=O)O)cc1	-2%	9%	-9%

Exported as comma-separated lines: part of the list above.
compound,KAT2A inh,FEN1 inhibitor,N370S GC mod
CC1CCCC(C)N1CCCNC(=O)CN1C(=O)COc2ccc(S(=O)(=O)N3CCOCC3)cc21 (stereo not drawn),-2%,-3%,-12%
COc1ccc(C(=O)NCCCN2CCOCC2)cc1OC,-4%,-10%,7%

The results go on.
SMILES	KAT2A inh	FEN1 inhibitor	N370S GC mod
CCN(C(=O)CN1C(=O)/C(=C/c2ccc(F)cc2)SC1=S)C1CCS(=O)(=O)C1 (stereo not drawn)	-25%	-10%	10%
COc1ccc(S(=O)(=O)N(C)C[C@H]2Oc3ccc(NS(=O)(=O)c4ccccc4)cc3C(=O)N([C@H](C)CO)C[C@@H]2C)cc1	-4%	-17%	·
COc1cc(C2c3c(-c4ccccc4)n[nH]c3C(=O)N2c2ccc(C(=O)O)cc2)ccc1O (stereo not drawn)	-6%	12%	13%
Cc1ccc(O)c(NC(=O)/C=C/C(=O)O)c1	3%	22%	-4%
CCC(=O)c1ccc(N2CCN(C(=O)c3cc([N+](=O)[O-])ccc3N3CCN(C)CC3)CC2)c(F)c1	-5%	7%	-10%
O=C(NCCc1ccc(Cl)cc1)c1ccc2c(c1)OCCO2	?	21%	-17%
NCCOB(c1ccccc1)c1ccccc1	?	·	2%&-7%&-4%
COCCn1c(=NC(=O)c2cc3ccccc3oc2=O)sc2cc(S(N)(=O)=O)ccc21	-11%	-7%	-2%
Cc1ccc(S(=O)(=O)N2CCN(S(=O)(=O)c3ccccc3Br)CC2)cc1	1%	-6%	·
CC(=O)c1ccc(NC(=O)CSc2nnc(NC(=O)c3ccco3)s2)cc1	-10%	-3%	-3%
O=C(CNC(=O)c1ccc(-c2ccccc2)cc1)OCc1ccc(Cl)cc1	1%	-9%	3%

Outcome played no part in choosing rows. About 0.54% of those tested had a hit in this group.
